Source: PubChem BioAssay
PriA SSB inh: inhibitors of Klebsiella pneumoniae PriA binding to SSB C-terminal tail | AlphaScreen SSBct-PriA binding, biotinylated peptide | inhibition, % at 33 µM | 430,000 compounds, 0.6% hits | AID 1272365; in the data active = inhibition mostly above about 37%, no sharp cut-off; inactive = mostly below about 20%;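 note: plate controls were negative control peptide for no effect and reference peptide for full effect; strong numbers were not always called active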
The depositor's hits bear a star; & = joins results of further samples. A portion of the library (hit frequency here may not be typical).

The opening 2 entries, to show the layout:
SMILES	PriA SSB inh
O=C(COc1ccc2c(c1)OCO2)NCCCn1nc(-c2ccc(Cl)cc2)ccc1=O	-4
O=C1Cc2cc(NS(=O)(=O)c3ccc(Cl)s3)ccc2N1	9

The listing (from the top)
SMILES	PriA SSB inh
O=C(COc1ccc2c(c1)OCO2)NCCCn1nc(-c2ccc(Cl)cc2)ccc1=O	-4
O=C1Cc2cc(NS(=O)(=O)c3ccc(Cl)s3)ccc2N1	9
O=C(Cn1cccn1)N1CCC(Cc2n[nH]c(=O)n2-c2ccccc2F)CC1	-12
CS(=O)(=O)N1CCC(C(=O)NCC(O)(c2cccs2)C2CC2)CC1 (configuration not stated)	-14
Cn1cc(S(=O)(=O)N2CCN(C(=O)OC(C)(C)C)CC2)c(=O)n(C)c1=O	4
O=C(Nc1nccs1)c1ccc(CSc2ncccn2)cc1	-6
CN1C(=O)c2cccc(N)c2C1=O	-1
NC(=O)Cn1cnc2ccccc21	-11
CC(C)(C)c1ccc(C(=O)N2CCCSC[C@@H]2CN2CCOCC2)cc1	0
CCOc1cc(Nc2ccc(NC(=O)c3ccc(F)cc3Cl)cc2)nc(C)n1	1&3
O=C(CSc1ccc(F)cc1)NCC1CCN(Cc2ccco2)CC1	-9
O=C(N1CC(S(=O)(=O)c2ccc(Cl)cc2)C1)C1(c2cccs2)CCCC1	11
Cc1cc(C)c(-c2csc(NC(=O)c3ccc(S(=O)(=O)N4CCOCC4)cc3)n2)c(C)c1	8
O=C(NCCOc1ccc2nnc(-c3ccccc3)n2n1)Nc1ccccc1	0
Cc1nc(-c2cccs2)sc1CNC(=O)Cc1cn(C)c2ccccc12	23
Nn1c(SCc2c(F)cccc2Cl)nncc1=O	-6
CCN1C(=O)c2cc(NC(=O)COc3ccccc3F)ccc2Oc2ccccc21	30
COc1ccc(N2C(=O)C(CC(=O)O)SC2=NN=Cc2cccs2)cc1 (configuration not stated)	-3
O=S(=O)(Nc1ccc(F)cc1)c1ccccc1F	-16&-7
O=c1ccn2c(SCc3ccc(C(F)(F)F)cc3)nnc2[nH]1	3
CCOc1ccc(S(=O)(=O)NCC(c2cccs2)N2CCOCC2)cc1 (configuration not stated)	-23
C=CCN1C(=O)C(C)(C)COc2ccc(NC(=O)c3cc(Cl)ccc3Cl)cc21	26
Cn1cc([C@@H](O)CNC(=O)Nc2ccc3c(c2)OCO3)c2ccccc21	7
Nc1nc(SCC(=O)NCCc2ccccc2)n[nH]1	-2
Cc1noc(C)c1S(=O)(=O)NCCn1nc(-n2cncn2)ccc1=O	-11

Part of the list above, bar-delimited.
SMILES | PriA SSB inh
Cc1cc(C)c(-c2csc(NC(=O)c3ccc(S(=O)(=O)N4CCOCC4)cc3)n2)c(C)c1 | 8
O=C(NCCOc1ccc2nnc(-c3ccccc3)n2n1)Nc1ccccc1 | 0
Cc1nc(-c2cccs2)sc1CNC(=O)Cc1cn(C)c2ccccc12 | 23
Nn1c(SCc2c(F)cccc2Cl)nncc1=O | -6
CCN1C(=O)c2cc(NC(=O)COc3ccccc3F)ccc2Oc2ccccc21 | 30

The list continues:
SMILES	PriA SSB inh
CCOc1ccc(NC(=O)NCCCn2ncccc2=O)cc1	4
COc1ccccc1[C@@H]1CC(c2ccc(Br)cc2)=NN1C(=O)CCCC(=O)O	-20
Cc1ccc(-n2ncc3c(=O)[nH]c(-n4nc(C)cc4NC(=O)c4cc(=O)c5ccccc5o4)nc32)cc1	-1
Cc1ccc(C)c(-c2csc(NC(=O)c3ccc(Cl)cc3Cl)n2)c1	1
COc1ccc(F)cc1S(=O)(=O)Nc1ccccc1-c1csc(C)n1	-15
CC(=NNC(=O)c1c(Cl)cnn1C)c1cccc(NC(=O)C(C)C)c1	-12
O=C(Cc1ccc(Cl)s1)NCc1ccccc1	-2
O=S(=O)(Nc1ccc(F)c(Cl)c1)c1cccc2cccnc12	-13&6
O=C(NCCn1nc(-c2cccs2)n(C2CC2)c1=O)c1cc(-c2ccco2)on1	-13
Cc1cc(NC(=O)CC(CC(=O)O)c2cccs2)ccc1N1CCCC1=O (configuration not stated)	-30
O=C(O)[C@@H]1Cc2ccccc2CO1	-6
COc1ccccc1NC(=O)Cn1c(C2CC2)nc2c(cnn2-c2ccccc2)c1=O	0
Cc1cc(OC2CN(C(=O)Cc3ccc(Br)cc3)C2)cc(=O)o1	-9
O=C(CCCS(=O)(=O)c1ccc(Cl)cc1)Nc1nnc(-c2ccc(Br)s2)o1	6
O=c1[nH]nc(SCc2nc(-c3ccccc3Cl)no2)n2nc(-c3cccs3)cc12	-12
Cc1nn(C)c(C)c1C(=O)N1CCC[C@H](Oc2nccnc2N(C)C)C1	-16
O=C(Nc1ccc2c(c1)CN(C(=O)C1CC1)CC2)c1ccc(F)cc1Cl	-1&14
O=C(c1ccsc1)N1CC(N2C(=O)C3CC=CCC3C2=O)C1 (configuration not stated)	-3
COCCN(Cc1ccoc1)C(=O)c1ccc(OC(F)(F)F)cc1	-10
CC(=NNC(=O)CNC(=O)C1COc2ccccc2O1)c1cccc(O)c1 (configuration not stated)	7
O=C(NCc1cc(-c2ccncc2)n(C2CCCC2)n1)c1ccccc1Br	-1
CCOC(=O)c1nn(-c2ccc(C)cc2)c(=O)cc1NC(=O)c1c(F)cccc1Cl	-7
Cc1cc(O)c(C(c2ccco2)c2c(O)cc(C)n(C)c2=O)c(=O)n1C	11
CC(=NOC(=O)c1ccc(F)cc1)c1sc(-c2ccccc2)nc1C	-6
COc1ccc(-n2c(=O)[nH]cc(C(=O)O)c2=O)cc1	-1
Additional structures:
SMILES	PriA SSB inh
O=C(NCC1(c2ccsc2)CCCC1)C(=O)Nc1ccccc1F	-25
O=C(NCCn1ccc(C(F)(F)F)n1)NCc1cccs1	0
CC(=O)c1cccc(S(=O)(=O)N2CCC(Oc3cnccn3)CC2)c1	-7
O=C(c1ccccn1)N(Cc1ccoc1)Cc1cccs1	11
N#CC1=C(N=Cc2cc(Cl)cc(Cl)c2O)CCC1	21
O=C(Nc1cccc(-c2csc(Nc3ccccc3Cl)n2)c1)C1CCOCC1	5
COc1ccc(SCC(=O)Nc2nc(-c3cccnc3)cs2)cc1	-4
O=C(c1csc(-c2ccccc2)n1)N1CCS[C@H](c2ccccc2)CC1	-1
CCN(CC)CC(Cn1c2ccccc2c2ccccc21)OC(C)=O (configuration not stated)	15
CCc1ccccc1NC(=O)NCCn1nc(-c2cccnc2)ccc1=O	-6
COC(=O)c1ccccc1SC1CC(=O)N(CCc2ccccc2)C1=O (configuration not stated)	-26
O=C(Cn1cnc2c(cnn2[C@H]2CCS(=O)(=O)C2)c1=O)OCc1ccccc1	-12
CCN1CCCc2cc(CCNC(=O)c3ccc4c(c3)OCO4)ccc21	65*
CCNC(=O)c1csc(NC(=O)c2ccc(Cl)cc2)n1	8
CC(C)CS(=O)(=O)C1CN(C(=O)NCc2ccc(Cl)cc2)C1	-8
O=C(CCn1ccc(=O)[nH]c1=O)N1CCC2(CCc3ccccc3O2)CC1	-14
COC(=O)c1sccc1S(=O)(=O)NCc1ccc(C(=O)c2ccco2)s1	-24
O=C(Nc1cc(C(F)(F)F)ccc1Cl)c1cc2cc([N+](=O)[O-])ccc2s1	7
CCN(CC)c1nc2cc(C(=O)OC)ccc2c(=O)n1Cc1ccc(C)cc1	-41
Cc1nn(C)c(C)c1S(=O)(=O)N1CCC[C@H](Cc2nc(-c3ccccc3F)no2)C1	-6
Cc1sc(NC(=O)c2cc(-c3cccs3)nc3ccccc23)c(C#N)c1C	9
Cc1cc(N2CCN(c3ccccc3F)CC2)nc(-n2cc([N+](=O)[O-])cn2)n1	5
COc1ccc(NCC(=O)NN=C/C=C\c2ccccc2)cc1	2
Cc1ccc(-c2cc3c(=O)n(Cc4nc(-c5cccc(Cl)c5)oc4C)ccn3n2)cc1	7
O=C(COc1ccc(Cl)cc1Cl)N1CC(c2nc(-c3ccco3)no2)C1	-10
Further structures:
SMILES	PriA SSB inh
O=C(NCc1ccc(C(=O)c2ccco2)s1)C(=O)Nc1cccnc1	-14
CC(C)COC(=NS(=O)(=O)c1ccccc1)c1ccccc1	-10
Cc1ccc(/C=C(/C#N)C(=O)Nc2ccc([N+](=O)[O-])cc2)o1	0
Cc1cccc(NC(=O)CCCn2nc(-c3ccco3)ccc2=O)c1C	0
COCCn1c(SCc2ccc(C)cc2)nc2cc(C(=O)NC3CCCC3)ccc2c1=O	-3
O=C(NCCCN1CCO[C@H](c2ccccc2)C1)C(=O)NCc1ccc(F)cc1	1
O=C(NCCCO)C(=O)Nc1ccccc1F	-25
CC(C)(C)OC(=O)C[C@H]1C/C=C/C[C@@H](CC(=O)N(CCO)Cc2ccccc2)C(=O)N2CCC[C@@H]2COC1=O	1
CCCCOc1ccc(C=NNC(=S)Nc2cc(C)ccc2C)cc1	-7
COc1ccccc1NC(=O)N(C1=NCCCCC1)c1cccc(C)c1	-31
O=c1[nH]c(SCc2ccccn2)nc2c1cnn2-c1cccc(Cl)c1	1
CSc1nnc(NC(=O)NC(C)(C)C)s1	-48
Cc1cc(S(=O)(=O)NCCOc2ccc3nnc(-c4cccc(F)c4)n3n2)ccc1F	-9
CC(=NNC(=O)C(O)(c1ccccc1)c1ccccc1)c1ccc(C)o1	6
CC(=O)Nc1ccc(C(=O)NN=C(C)CC(=O)Nc2ccc(OCc3ccccc3)cc2)cc1	-3
COc1ccc(S(=O)(=O)N2CCC(Oc3cccc4cccnc34)CC2)cc1C	1
CCOC(=O)c1ccc(NC(=O)CSc2cn(CCNC(=O)c3ccc(Cl)cc3Cl)c3ccccc23)cc1	-10
NC(=O)c1ccccc1NC(=O)c1ccc(=O)n(Cc2ccc(F)cc2)n1	-6
Cc1ccc[n+](-c2[nH]c(=O)sc2C=NNC(=O)c2ccccc2[O-])c1	-16
COc1ccccc1C=NNC(=O)COCC(=O)NN=Cc1ccccc1OC	-10
Cc1noc(C)c1S(=O)(=O)N1CC(Oc2nc3c(Cl)cccc3s2)C1	-10
Cn1cc(C(O)CNS(=O)(=O)c2cccs2)c2ccccc21 (configuration not stated)	4
COC(=O)c1ccccc1NC(=O)Cn1cnc2c(sc3ccccc32)c1=O	-3
O=C(COc1ccccc1)Nc1ccc2c(c1)CN(C(=O)C1CC1)CC2	6
O=C1C(=O)N(CN2N=C(c3ccc(Br)cc3)CC2c2ccccc2Cl)c2ccccc21 (configuration not stated)	-5

An excerpt of the results above, for reference:
SMILES	PriA SSB inh
O=C(NCc1ccc(C(=O)c2ccco2)s1)C(=O)Nc1cccnc1	-14
CC(C)COC(=NS(=O)(=O)c1ccccc1)c1ccccc1	-10
Cc1ccc(/C=C(/C#N)C(=O)Nc2ccc([N+](=O)[O-])cc2)o1	0
Cc1cccc(NC(=O)CCCn2nc(-c3ccco3)ccc2=O)c1C	0
COCCn1c(SCc2ccc(C)cc2)nc2cc(C(=O)NC3CCCC3)ccc2c1=O	-3
O=C(NCCCN1CCO[C@H](c2ccccc2)C1)C(=O)NCc1ccc(F)cc1	1

Following part
SMILES	PriA SSB inh
Cc1ccc(C)c(S(=O)(=O)N=C2C=C(Sc3nc4ccccc4s3)C(=O)c3ccccc32)c1	30
O=C(Nc1cc(NC(=O)c2ccc(Br)cc2)cc(Oc2ccc(O)cc2)c1)c1ccc(Br)cc1	-12
O=C(Nc1ccc(Cl)c(Cl)c1)N1CCN(c2ccc3nncn3n2)CC1	-3
Cc1c(C(=O)Nc2nc3c(s2)CCCC3)sc2nc(-c3ccccc3)cn12	-7
COc1ccc(CCNC(=O)c2sc(=S)n(-c3cc(Cl)ccc3OC)c2N)cc1OC	25
Cc1cc(C)c(NC(=O)CN2C(=O)CSCC2=O)c(C)c1	-21&-1
Cc1ccc(N2C(=O)C3N=NN(c4ccc(Cl)cc4)C3C2=O)cc1F (configuration not stated)	-1
Cc1ccc(N(C)S(=O)(=O)c2c(-c3ccccc3)csc2C(=O)NCc2ccccn2)cc1C	-20&-6
O=C(NCCCN1CCCC1=O)C(=O)Nc1ccc2c(c1)OCCO2	-34
Cn1c(=O)c2c(SCCC3OCCO3)nc(C3CCCCC3)nc2n(C)c1=O	10
NS(=O)(=O)c1ccc(CCNC(=O)c2nnn(-c3ccccc3)c2CSc2ncccn2)cc1	17
Cc1cc(NC(=O)CSc2ncc(-c3ccccc3)n2C2CCCCC2)no1	-2
O=C1CCc2cc(S(=O)(=O)N3CCC4(CC3)OCCO4)cc3c2N1CC3	12
CCOc1ccc(C(=O)CSc2nc3c(sc4ncccc43)c(=O)n2Cc2ccc(F)cc2)cc1	-11
O=C(Cc1ccccc1)N(Cc1ccccn1)c1nc2c(F)cccc2s1	-7
COc1cc(NC(=O)NCC(c2ccsc2)N2CCCC2)cc(OC)c1OC (configuration not stated)	2
O=S(=O)(NCCn1ccc(-c2ccncc2)n1)c1ccc2c(c1)CCCC2	-14
CCN(CC)c1ccc(NC(=O)c2ccc(=O)n(Cc3cccc(F)c3)n2)c(C)c1	10
COc1cc(Br)cc2c1Oc1nc(-c3ccccc3)nc(SCc3ccccc3)c1C2	-2
COc1coc(C(=O)NCCc2ccccc2)cc1=O	-10
O=[N+]([O-])c1ccc(Cl)c(S(=O)(=O)NCCOc2ccc(F)cc2)c1	13
O=C(NCCOc1ccc2nnc(-c3ccccc3)n2n1)C(F)(F)F	3
O=C(O)c1nc[nH]c1C(=O)O	85*
O=C(COc1ccc(C=NNC(=O)c2ccccc2O)cc1)Nc1ccc([N+](=O)[O-])cc1	-6
CCS(=O)(=O)c1cccc(C(=O)Nc2sc3c(c2C#N)CCN(C(=O)OC)C3)c1	-10
New compounds follow:
SMILES	PriA SSB inh
Clc1ccccc1Cn1ncc2c(NCC3CCCO3)ncnc21 (configuration not stated)	14
CC(C)CS(=O)(=O)Nc1ccc2c(c1)OCC(C)(C)C(=O)N2	-10
COc1ccc(C=c2sc3nc(-c4ccccc4OC)nn3c2=O)c(OC)c1	-2
Cc1c(-c2ccccc2)nc2ccccc2c1C(=O)OCC(=O)c1cccs1	-8
COC(=O)c1ccc(CSc2nc3c(c(=O)n2-c2ccc(OC(F)(F)F)cc2)SCC3)o1	-9
Brc1cccc(-c2nc3ccccc3n2CCOc2ccccc2)c1	-49
CCOc1ccc(CC2SC(N)=NC2=O)cc1 (configuration not stated)	1
CCn1nc(C)cc1C(=O)N(CCCN(C)C)c1nc2c(C)c(C)ccc2s1	0
O=C(CSc1nc2scc(-c3ccc(F)cc3)c2c(=O)n1-c1ccccc1)Nc1nc(-c2ccccc2)ns1	-4
Cc1cc(C)n2nc(SCc3ccc(Cl)cc3Cl)nc2n1	-2
CN1CCN(c2cc(NC(=O)c3ccc4nsnc4c3)ncn2)CC1	0
